Screening results as filed in PubChem BioAssay.
CSM14.1 death rescue: protection against thapsigargin-triggered cell killing – 384-well, CSM14.1, ATP luminescence, primary screen (AID 1222); CSM14.1 thapsigargin-induced death rescue, ATP luminescence; higher % means a stronger effect; one-dose cellular ATP content (survival), % at 20 µM; EC50 in µM for titrated hits; 190,000 tested, under 10 active;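 active = EC50 below 50 µM in the dose-response confirmation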;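 also: death triggered by thapsigargin at about 15 µM added after 2 h compound pretreatment; cell ATP read after overnight thapsigargin exposure of roughly 18 to 22 hours; normalized against plate controls of thapsigargin alone and 5% DMSO vehicle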
TNAP activators: human TNAP enzyme activators, primary screen, biochemical, luminescent, no phosphate acceptor, uHTS (AID 1001). purified TNAP, luminescent activation assay, no phosphate acceptor; higher activation fold means a stronger effect. hit rate 0.03% among 200,000. one-dose activation fold at 20 µM; EC50 in µM for titrated hits; in the data active = activation fold from about 3, or a potency from the dose series; inactive = the rest, 99 in 100 with activation fold below about 1.6; also: many of its hits are not listed in these tables
M1AAP inhibition: P. falciparum M1AAP inhibitors, biochemical, fluorogenic H-Leu-NHMec substrate, 1536-well (AID 1445); recombinant M1AAP, H-Leu-NHMec fluorogenic kinetic assay; higher % means a stronger effect; one-dose inhibition, % at 30 µM; IC50 in µM for titrated hits; hit rate 0.42% among 220,000;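 active = primary inhibition above the hit cutoff, then over 50% inhibition at one or more dose response concentrations, cut at about 23% in these data, passing the limit was not always enough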;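 also: plate controls were DMSO full reaction for no effect and no enzyme background for full effect; strong numbers were not always called active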
PMI inhibition: human PMI inhibitors, high substrate, primary screen, biochemical, fluorescence intensity, high mannose 6-phosphate (AID 1220). recombinant PMI enzyme, coupled fluorescence intensity; higher % means a stronger effect. one-dose inhibition, % at 20 µM; IC50 in µM for titrated hits. hit rate 0.66% among 190,000
WT yeast gro inh: growth inhibition of WT yeast, mitochondrial fusion screen; hit rate 2.1% among 190,000; inhibition, % at 10 µM; mitochondrial fusion phenotypic screen, WT strain; AID 1362; in the data active = inhibition above about 58%; tested in S. cerevisiae
PMI inhibitors: inhibitors of human PMI, primary screen, biochemical, fluorescence intensity, coupled assay (AID 1209); purified PMI enzyme, coupled fluorescence intensity; higher % means a stronger effect; one-dose inhibition, % at 20 µM; IC50 in µM for titrated hits; hit rate 0.42% among 190,000;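 also: plate controls were DMSO vehicle for no effect and wells lacking substrate for full effect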
K1F lysis inhibition: protection from phage-mediated lysis, alamar blue read-out – E. coli UTI89, K1F phage, bacterial capsule biogenesis inhibitors (AID 488966); E. coli UTI89 K1F phage lysis, alamar blue, 2 h; higher % means a stronger effect; inhibition, % at 100 µM; hits with a dose series show IC50 in µM; hit rate 0.02% among 340,000;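 active = phage lysis inhibition, versus mean bacterial control, above a set limit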;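 also: capsule biogenesis inhibitors block K1F phage lysis so surviving cells raise fluorescence; higher fluorescence means more inhibition of phage lysis; actives were called in the ten point dose series up to 300 µM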
Lipid droplet: modulators of hepatic lipid droplet formation; hit rate 0.4% among 240,000; inhibition, % at 6.5 µM; AID 1656; AML12 mouse hepatocytes, oleate lipid droplets, BODIPY imaging;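 active = lipid droplet intensity inhibited by at least 50%, with more than 500 cells counted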
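System: AML12 hepatocytes (mouse). Probe or stimulus: oleic acid at 100 µM to induce lipid droplet formation. Times: overnight treatment with compound plus oleate. Detection: Image-based BODIPY and DAPI two-channel analysis. Evaluation: percent inhibition of filter-corrected integrated lipid droplet intensity per well.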
Myeloid diff MLP: myeloid differentiation induction. calls only at 10 µM. ER-HoxA9 myeloid progenitors, lysozyme-GFP differentiation, flow cytometry. hit rate 1% among 360,000. AID 624256;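 active = normalized GFP-positive differentiation at or above the plate's own cutoff, the solvent-only control mean plus 3 SD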;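 also: cells exposed to compound for four days before flow analysis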
WT yeast gro inh mutant strain: recorded beside WT yeast gro inh, whose call it bears; inhibition, %; mitochondrial fusion phenotypic screen, mutant strain inhibition
Lipid droplet cells 6.5 µM: further read-out of Lipid droplet, marked with its call; cell count; measured here: cell count, cytotoxicity flag;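 cells counted across two imaged fields per well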
Myeloid diff MLP GFP+ MAC1+ %: second read-out of Myeloid diff MLP, no call of its own (marks repeat the call); GFP+ MAC1+ double positive, %; measured here: differentiation confirmed by MAC1 staining
An asterisk follows results filed as active; i = inactive; . = no result given; + = active, no number; [ ] = dose if it differs, or a comment. Rule as the data show it, unless noted: active = inhibition above about 50%; inactive = the rest. Rows are unselected. Share with any hit: about 4.6%.

Molecule	CSM14.1 death rescue	TNAP activators	M1AAP inhibition	PMI inhibition	WT yeast gro inh	WT yeast gro inh mutant strain	PMI inhibitors	K1F lysis inhibition	Lipid droplet	Lipid droplet cells 6.5 µM	Myeloid diff MLP	Myeloid diff MLP GFP+ MAC1+ %
COc1ccc(CCNC(=O)C2CCC(CNS(=O)(=O)c3ccc(F)cc3)CC2)cc1OC (stereo unspecified)	.	1.2	2.4%	2.8%	-11.1	7.4	7.1%	0.3%	-2.7	706	i	0.1
O=c1c2ccccc2nc(SCc2cc([N+](=O)[O-])cc3c2OCOC3)n1-c1ccccc1	-0.3%	1	-3.0%	9.0%	10.6	8.8	4.5%	2.0%	-2.4	622	i	0.4
COCCNC(=O)[C@H](C)[C@H]1C[C@]1(C)[C@H](NC(=O)OCc1ccccc1)c1ccccc1	-0.5%	1.1	5.7%	3.7%	19.5	4.1	5.8%	0.1%	-14.3	565	i	0.5
CCOc1ccc(NC(=O)[C@@H](NC(=O)c2ccccc2)[C@@H](C)CC)cc1	-0.9%	1.1	-0.7%	-6.2%	12.8	29.5	6.5%	-0.2%	8.4	861	i	0.4
Cc1ccc(NC(=O)C2CC(=O)NC(N3CCc4ccccc43)=N2)cc1 (stereo unspecified)	-3.6%	1.1	16.0%	-7.8%	7.0	17.1	-3.5%	-1.3%	18.1	704	i	0.4
Nc1nc2n(n1)C(=O)CC(c1ccc(Cl)cc1)N2 (stereo unspecified)	0.0%	1.1	-2.8%	7.6%	-23.7	-21.8	6.8%	0.1%	-1.5	733	i	0.4
CN(C)S(=O)(=O)c1cccc(NC(=O)COC(=O)CCc2nc3ccccc3s2)c1	-2.4%	1.1	-0.5%	10.1%	-9.4	-51.3	18.9%	0.2%	0.4	774	i	4.9
Cc1cc(C(=O)CSc2nnnn2C)c(C)n1-c1cccc(F)c1	1.9%	1.1	0.6%	1.2%	16.3	22.1	-1.9%	5.4%	.	.	i	5.7
CC1CC(C)CN(c2ccc(C(=O)OCC(=O)NC3CCCc4ccccc43)cc2[N+](=O)[O-])C1 (stereo unspecified)	0.6%	1	-2.1%	14.8%	-1.3	-8.2	-2.0%	1.8%	.	.	i	1.1
CC(=O)NS(=O)(=O)c1ccc(NC(=O)/C=C/c2ccc(C)o2)cc1	-0.5%	1	9.1%	-6.2%	-7.7	15.7	-4.8%	0.0%	16.0	713	i	0.3
O=C(CNC(=O)c1cccs1)NCC(=O)OCc1cccc(Cl)c1	-0.5%	1.2	5.9%	5.4%	-4.7	96.4	4.5%	0.5%	.	.	i	0.7
CCOC(=O)c1ccc(N2C(=O)C(CC(N)=O)N(CCc3ccc(OC)c(OC)c3)C2=S)cc1 (stereo unspecified)	8.4%	1.2	-3.3%	9.0%	-5.5	5.7	-5.8%	1.7%	5.4	673	i	0.8
CC1=CC(C)(C)n2c(O)c(N=N)c3cc(C)cc1c32	-1.6%	1	3.3%	6.6%	21.2	20.2	9.3%	-0.5%	1.2	627	i	0.3
O=C(NCc1cccc(Cl)c1)c1cccc(C(F)(F)F)c1	0.8%	1	5.1%	12.8%	0.5	9.9	7.7%	0.7%	.	.	i	7.5
CCC(=O)Nc1cccc(C(=O)/C=C/c2cc(Br)ccc2OC)c1	3.5%	1	-3.4%	10.8%	89.2*	55.8*	16.4%	-0.8%	-3.8	756	i	1.8
C=CCn1c(SCc2cccc(C#N)c2)nnc1-c1ccccc1O	1.2%	1.1	10.8%	7.4%	5.6	-0.5	4.3%	5.2%	-20.1	639	i	3.9
O=C(CSc1ncn[nH]1)NC12CC3CC(CC(C3)C1)C2	4.3%	1.1	-0.4%	-10.6%	5.4	65.1	-2.8%	-0.2%	-30.8	787	i	1.1
CC(C)CNS(=O)(=O)c1ccc(OCC(=O)Nc2ccc3c(c2)OCCO3)cc1	2.4%	1.1	1.6%	1.7%	-16.6	-16.9	0.0%	0.3%[50 µM]	-5.5	659	i	0.4
Cc1cccc(N2CCN(C(=O)CN3CCOc4ccccc43)CC2C)c1 (stereo unspecified)	0.2%	1.2	5.2%	4.1%	-9.4	-10.4	-1.4%	3.3%	.	.	i	1.5
CCN(c1ccccc1)S(=O)(=O)c1ccc(C(=O)Nc2nccs2)cc1	-0.4%	1.2	14.3%	-23.6%	10.2	13.3	1.8%	0.0%	4.1	730	i	0.9
Cc1ccccc1NC(=O)NCC1CCN(C(=O)OC(C)(C)C)CC1	.	.	-4.4%	.	.	.	.	0.2%	-3.1	722	i	0.5
O=C(O)CC(NC(=O)CCC1CCCCC1)c1cc([N+](=O)[O-])ccc1Cl (stereo unspecified)	-0.1%	1.1	5.6%	-1.8%	8.1	-2.4	-20.2%	0.8%	7.1	734	i	0.3
Cc1ccccc1C(=O)NNc1ccc(-c2csnn2)cc1	.	.	10.4%	.	.	.	.	0.6%	-2.9	737	i	1.1
CSc1nc(N2CCN(C)CC2)c2c(c1C#N)CC(C)(C)OC2	.	.	8.8%	.	.	.	.	1.1%	13.8	758	i	0.6
CC(C)C(=O)Nc1cccc(C(=O)Nc2ccc3c(c2)OCO3)c1	-4.0%	1	9.5%	3.5%	3.0	2.2	1.1%	0.3%	.	.	i	0.8
CCOC(=O)Cn1nc(C)c(NC(=O)c2cccc([N+](=O)[O-])c2)c1C	.	1.1	3.0%	1.4%	-8.0	-42.4	-7.8%	-0.1%	-1.6	715	i	0.2
CC(=O)Nc1ccc(NC(=O)Cc2ccc(S(=O)(=O)N3CCCCC3)s2)cc1	-2.7%	1	7.0%	18.7%	-6.0	6.5	18.7%	i	-14.9	592	i	0.7
C=CCn1c(SCC(=O)O)nc2sc(CC)cc2c1=O	-0.8%	1.1	8.2%	-10.7%	-13.4	-6.5	-8.4%	-2.3%	-5.2	667	i	0.3
O=c1[nH]c2cccnc2n(CCNc2ncc(C(F)(F)F)cc2Cl)c1=O	0.5%	1	8.2%	12.2%	4.8	-6.0	18.1%	0.0%	-3.7	720	i	0.3
CN(C)CCn1c(=O)n(Cc2ccco2)c(=O)c2c3c(sc21)CCCCC3	-0.6%	1.1	1.7%	4.8%	13.5	-10.7	8.3%	1.1%	.	.	i	5.4
NNC(=O)c1sc2cc(C(F)(F)F)cnc2c1-c1cccs1	-4.3%	1.1	8.6%	11.2%	5.3	6.4	5.5%	.	4.4	732	+	4.9*
NS(=O)(=O)c1ccc(-n2ncc3c(=O)[nH]c(SCC(=O)Nc4nccs4)nc32)cc1	-2.2%	1	5.0%	-0.7%	-6.5	8.9	-2.0%	1.2%	.	.	i	2.3
O=C(c1ccccc1)N(NC(=O)C(O)(c1ccccc1)c1ccccc1)c1cccc(F)c1	-2.2%	1.1	2.4%	-4.2%	-1.9	-3.1	5.3%	3.0%	0.8	632	i	0.6
O=[N+]([O-])c1cccc(/C=N/Nc2nc(N3CCCCC3)nc(N3CCCCC3)n2)c1	0.8%	1	2.0%	8.6%	44.8	4.8	4.8%	0.0%	12.6	740	i	0.0
CCOCCCNc1nc2c(c(=O)n(C)c(=O)n2C)n1CCCc1ccccc1	0.4%	1.1	5.5%	6.9%	12.9	21.0	4.7%	0.0%	.	.	i	0.9
CC(C)(C)n1cnc2cc(NC(=O)c3cccs3)ccc21	-3.1%	1	-3.6%	3.4%	1.4	-2.2	2.3%	0.0%	1.5	653	i	0.1
O=C(c1ccc(O)cc1)c1ccc(C(=O)O)c(C(=O)O)c1	.	1	6.2%	5.3%	4.2	13.4	2.4%	-0.1%	0.6	591	i	0.5
COc1ccc(CCn2c(NN=C3CCCC3)nc3c2c(=O)[nH]c(=O)n3C)cc1	.	.	3.8%	.	.	.	.	-1.0%	0.2	639	i	0.4
CCOC(=O)c1c(-c2ccc(C)s2)csc1NC(=O)c1cccs1	0.7%	1.1	2.8%	-3.8%	-0.8	-2.9	1.1%	0.0%	13.6	813	i	2.1
COc1ccc(/C(O)=C2/C(=O)C(=O)N(CC3CCCO3)C2c2ccc(O)c(OC)c2)cc1 (stereo unspecified)	-1.0%	1.1	6.2%	5.8%	3.6	-3.4	-3.8%	1.8%	4.1	698	i	0.4
CC(C)(C)NC(=O)Nc1ccccc1C(N)=O	.	1.1	-2.8%	10.7%	6.5	-34.2	9.7%	1.5%	-3.4	669	i	4.2
COc1ccc(CC(=O)OCC(=O)N2N=C(c3ccccc3)CC2c2ccc(OC)cc2)cc1 (stereo unspecified)	-2.7%	1	-6.9%	6.6%	-17.1	-29.9	1.5%	3.6%	82.3*	719*	i	0.5
N#Cc1cc(Sc2ccccn2)c([N+](=O)[O-])cc1C#N	-11.0%	0.8	3.8%	-7.6%	5.9	-7.9	-1.5%	0.1%	-24.1	683	+	3.7*
Cc1ccc(C)c(NC(=O)c2sc(Cl)nc2-c2ccccc2)c1	-0.3%	1.1	8.8%	2.6%	20.4	17.6	1.0%	1.1%	9.3	797	i	1.1
CCN(CC)S(=O)(=O)c1ccc(C(=O)NC(C)(C)C)cc1	0.1%	0.9	-0.3%	-11.7%	-10.1	-6.0	-15.6%	-0.2%	-3.1	654	i	0.6
